CHT inh: inhibitors of human choline transporter CHT | B-score at 10 µM | CHT-expressing cells, membrane potential dye, choline response; active compounds read low | 310,000 tested, 0.86% active | High affinity choline transporter 1 (Homo sapiens), Q9GZV3;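 active = B-score over 3 SD under the library average, and starting fluorescence ratio not unusually high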;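 also: choline stimulus applied at its EC90 after an EC20 pre-addition; B-score computed on integrated fluorescence ratio after choline addition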
Target sequence (Q9GZV3 whole entry, looked up): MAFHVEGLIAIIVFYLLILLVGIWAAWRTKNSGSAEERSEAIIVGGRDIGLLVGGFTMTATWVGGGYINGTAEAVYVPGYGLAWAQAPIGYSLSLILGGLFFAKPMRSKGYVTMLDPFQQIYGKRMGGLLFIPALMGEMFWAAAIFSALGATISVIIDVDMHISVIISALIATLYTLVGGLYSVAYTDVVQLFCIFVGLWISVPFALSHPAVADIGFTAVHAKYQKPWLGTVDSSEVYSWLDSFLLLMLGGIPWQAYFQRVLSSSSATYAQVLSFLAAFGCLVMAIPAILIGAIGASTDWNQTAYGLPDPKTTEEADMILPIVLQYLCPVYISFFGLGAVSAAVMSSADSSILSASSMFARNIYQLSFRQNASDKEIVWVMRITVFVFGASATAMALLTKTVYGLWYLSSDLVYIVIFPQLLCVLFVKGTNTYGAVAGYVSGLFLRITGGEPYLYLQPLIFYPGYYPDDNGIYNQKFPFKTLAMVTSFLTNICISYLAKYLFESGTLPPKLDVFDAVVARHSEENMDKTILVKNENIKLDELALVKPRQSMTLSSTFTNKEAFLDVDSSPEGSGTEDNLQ
STK33 kinase inh: inhibitors of purified STK33 kinase, primary screen, biochemical, ADP-Glo luminescence, homogeneous, cell-free; MBP phosphorylation; Serine/threonine-protein kinase 33 (Homo sapiens), Q9BYT3; AID 2661, 2010; 320,000 tested, 0.073% active; inhibition, % at 10 µM;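 active = inhibition at or above 25%, using the most active replicate where run in duplicate; inactive = inhibition below 25%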
Target sequence (Q9BYT3 whole entry, looked up): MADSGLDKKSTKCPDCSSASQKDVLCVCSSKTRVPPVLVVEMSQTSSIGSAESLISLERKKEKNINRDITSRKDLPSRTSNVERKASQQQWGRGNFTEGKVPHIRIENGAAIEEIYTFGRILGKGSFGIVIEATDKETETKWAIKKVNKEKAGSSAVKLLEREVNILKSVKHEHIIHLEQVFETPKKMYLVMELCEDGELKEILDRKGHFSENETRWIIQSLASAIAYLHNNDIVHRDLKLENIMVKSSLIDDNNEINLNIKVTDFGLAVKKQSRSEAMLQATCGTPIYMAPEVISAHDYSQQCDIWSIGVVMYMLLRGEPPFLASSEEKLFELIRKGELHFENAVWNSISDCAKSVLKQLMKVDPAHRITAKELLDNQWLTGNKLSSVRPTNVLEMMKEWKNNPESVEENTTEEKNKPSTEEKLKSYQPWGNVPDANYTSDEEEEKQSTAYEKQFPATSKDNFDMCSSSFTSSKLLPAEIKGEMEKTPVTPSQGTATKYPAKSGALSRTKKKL
CHT PAM: CHT positive allosteric modulators, primary screen, cell-based, membrane potential dye, choline EC20 | High affinity choline transporter 1 (Homo sapiens), Q9GZV3 | CHT-expressing cells; active compounds read high; LV-AA mutant CHT in HEK293 cells | B-score at 10 µM | 310,000 tested, 0.49% active;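 active = initial fluorescence not abnormally high and integrated response B-score, plate-corrected, over 3 SD above library mean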
Starred values were filed as active, the others as inactive; i = inactive; . = no result given.

SMILES	CHT inh	STK33 kinase inh	CHT PAM
O=C(CCCCn1c(=O)[nH]c2ccccc2c1=O)NCc1ccc2c(c1)OCO2	i	-1.7	i
Cc1ccc(S(=O)(=O)Nc2nc3ccccc3nc2NCc2ccco2)cc1C	-5*	-0.4	i
COc1cc(NC(=S)NCCCO)c(OC)cc1Cl	i	0.7	i
CN(C)S(=O)(=O)c1ccc(Cl)c(NC(=O)COC(=O)CCC(=O)c2cccs2)c1	i	-1.5	i
Cc1c(C(=O)N/N=C/C(C)C)[nH]c2c([N+](=O)[O-])cccc12	i	0.4	i
CCOC(=O)c1cnn(-c2ncnc3c2cnn3C)c1N	i	-1.6	i
CCC(C)c1ccc(NC(=O)Nc2cccnc2)cc1 (stereo not given)	i	-0.2	i
CC(=O)Nc1ccc(S(=O)(=O)NCC2CCC(C(=O)NCCCN(C)Cc3ccccc3)CC2)cc1 (stereo not given)	i	-0.6	i
COc1ccc(CN2CC(=O)N(c3ccccc3C)C2=S)cc1OC	i	1.2	i
C/C(=N\NC(=O)C(O)c1ccccc1)c1ccc(Cl)cc1 (stereo not given)	i	-0.8	i
COC(=O)c1[nH]c2cc(OC)ccc2c1NC(=O)c1nonc1C	i	-2.2	i
C=CCn1c(SCC(=O)NC(C)(C)C)nnc1-c1ccccc1O	i	-0.6	i
OCc1nc2ccccc2n1C/C=C/c1ccccc1	i	-0.3	i
COc1ccc(Cl)cc1NC(=O)Nc1cn(C)nc1C	i	-1.1	i
Cc1cc(C)nc(SCC(=O)N/N=C/C=C/c2ccccc2)n1	i	-1.5	i
C[N+](C)(C)CCCCCCCCCC[N+](C)(C)C	i	0.9	7.8*
CCN(CCC#N)c1ccc(N2C(=O)CCCC2=O)cc1[N+](=O)[O-]	i	1.1	i
COc1ccc(CNS(=O)(=O)c2ccc3c(c2)N(C(C)=O)CCO3)cc1	i	-2.0	i
O=C(Nc1ccc(Cl)cc1)Nc1ccc(C(=O)N2CCOCC2)cc1	i	0.0	i
Cc1c(NC(=O)C23CC4CC(CC(Br)(C4)C2)C3)c(=O)n(-c2ccccc2)n1C	i	-0.8	i
CC1(C)CC(=O)C(C(C2=C(O)CC(C)(C)CC2=O)c2cccc(O)c2)C(=O)C1 (stereo not given)	i	0.5	i
COc1cccc(C2=NN(C(=O)c3ccco3)C(c3ccco3)C2)c1 (stereo not given)	i	-0.8	i
CC(=O)N1C(C(=O)O)Cc2c([nH]c3ccccc23)C1(C)C (stereo not given)	i	0.0	i
Cc1cc(C)n2nc(C(=O)OCC(=O)Nc3ccc(F)cc3F)nc2n1	i	1.3	i
Cc1cccc(/C(N)=N/OC(=O)N2CCOCC2)c1	i	1.1	i
CCCNC(=O)c1cn(CC)c2cc(N3CCN(C)CC3)c(F)cc2c1=O	i	0.3	i
CC(=O)NCCC(=O)N1CCCC(C(=O)c2ccc3c4c(cccc24)CC3)C1 (stereo not given)	i	-0.9	i
CN1CCN(C(=O)/C=C/c2c(F)cccc2Cl)CC1	i	1.6	i
COc1ccc(-c2cc(C(=O)Nc3ccc(C(N)=O)cc3)c3ccccc3n2)cc1	i	0.9	i
CCCN(C(=O)COC(=O)C12CCC(=O)N1c1ccccc1S2)c1c(N)n(Cc2ccccc2)c(=O)[nH]c1=O (stereo not given)	i	-0.9	i
COc1ccccc1N1CCN(C(=O)c2ccc3c(c2)NC(=O)C(CSCc2ccccc2C)N3)CC1 (stereo not given)	i	0.8	i
CSc1ncccc1C(=O)Nc1ccc(OC(F)(F)F)cc1	i	-0.6	i
Cc1ccccc1OC1CCN(C(=O)C2CCC(=O)N(C3CCCC3)C2)CC1 (stereo not given)	i	.	i
Cc1ccc(S(=O)(=O)N(Cc2ccc(F)cc2)C(=O)N2CCN(C)CC2)cc1	i	-3.0	i
Cc1ccc(C(=O)NC2=NCCS2)cc1	i	-0.6	i
CC1(C)CC(=O)C(C=NCCN2CCN(CCc3ccccc3)CC2)=C(O)C1	i	-0.9	i
CCc1ccc(C(=O)COC(=O)c2cnc(C)cn2)cc1	i	-1.5	i
Cc1cc(C)nc(-n2ncc3c2CC(c2ccc(F)cc2)CC3=O)n1 (stereo not given)	i	-0.3	i
CCOC(=O)c1[nH]c(C)c(/C(O)=C2\C(=O)C(=O)N(CCCN(CC)CC)C2c2cccnc2)c1C (stereo not given)	i	0.9	i
Cc1ccccc1OCCC(=O)Nc1ccccc1C(=O)NC1CC1	i	0.1	i

One compound at a time, from the list above.
CC(=O)N1C(C(=O)O)Cc2c([nH]c3ccccc23)C1(C)C (stereo not given) is listed as CHT inh: i; STK33 kinase inh: 0.0; CHT PAM: i
CCCN(C(=O)COC(=O)C12CCC(=O)N1c1ccccc1S2)c1c(N)n(Cc2ccccc2)c(=O)[nH]c1=O (stereo not given) is listed as CHT inh: i; STK33 kinase inh: -0.9; CHT PAM: i
CSc1ncccc1C(=O)Nc1ccc(OC(F)(F)F)cc1 is listed as CHT inh: i; STK33 kinase inh: -0.6; CHT PAM: i

Later entries:
SMILES	CHT inh	STK33 kinase inh	CHT PAM
CC(=O)c1cccc(N(C(=O)c2ccco2)C(C(=O)NC2CCCCC2)c2ccc(C)o2)c1 (stereo not given)	i	-0.4	i
Cc1ccc2oc(-c3cc(NC(=O)c4ncn[nH]4)ccc3O)nc2c1	i	0.1	i
COc1ccc(N=C2C(=Nc3ccc(OC)cc3)N(c3ccc(OC)cc3)C(=S)N2c2ccccc2)cc1	i	-0.7	i
COCCNC(=O)COC(=O)c1ccc(S(=O)(=O)N2CCOCC2)cc1	i	-1.7	i
CCCOc1cccc(-c2nc3ccccc3c(=O)o2)c1	i	-0.1	i
O=C(c1ccc(Cl)c(Cl)c1)N(Cc1ccco1)c1ccc(O)cc1	i	0.2	i
N#CC1=C(SCC(=O)c2ccccc2)NC2=C(C(=O)CCC2)C1c1ccco1 (stereo not given)	i	2.1	i
Cc1[nH]c(=O)c(C#N)c2c1CCCC2	i	-3.2	i
Cc1c(C)c2cc3c4c(oc3c(C)c2oc1=O)CCCC4	i	-2.5	i
Cn1c2c(c(=O)n(C)c1=O)C(c1cccc(F)c1)C(C#N)=C(N)O2 (stereo not given)	i	-1.2	i
Clc1ccc(-c2nnc(CCc3ccccc3)o2)c(Cl)c1	i	0.5	i
COc1ccc(OC)c(S(=O)(=O)N2CCC(c3nc4ccccc4[nH]3)CC2)c1	i	-0.9	i
CC1CC(C)CN(C/C=C/c2ccccc2[N+](=O)[O-])C1 (stereo not given)	i	-0.8	i
O=C(COc1ccc(-c2ccccc2)cc1)N1CCN(S(=O)(=O)Cc2ccccc2)CC1	i	0.1	i
CCOC(=O)c1csc(NC(=O)CN2CCN(C)CC2)n1	i	-0.7	i
CN(CCCC(=O)NCc1ccc2c(c1)OCO2)S(=O)(=O)c1ccc([N+](=O)[O-])cc1	i	-0.2	i
CCOC(=O)/C=C/c1ccc2c(c1)S(=O)(=O)N(c1cccc(OC)c1)[C@H]2CC(=O)OCC	i	0.3	i
Cn1c(NC(=O)c2ccccc2F)c(-c2cccs2)c(=O)c2ccccc21	i	-0.9	i
COc1ccc(-c2nc(CS(=O)CC(=O)NCc3ccc(C)cc3)c(C)o2)cc1OC (stereo not given)	i	-0.7	i
Cc1ccc(S(=O)(=O)Nc2nc(C)c(C(=O)NN)s2)cc1	i	-0.6	i

Some of these compounds in order of length of the SMILES, low to high.
SMILES	CHT inh	STK33 kinase inh	CHT PAM
CC1(C)CC(=O)C(C=NCCN2CCN(CCc3ccccc3)CC2)=C(O)C1	i	-0.9	i
COc1ccc(OC)c(S(=O)(=O)N2CCC(c3nc4ccccc4[nH]3)CC2)c1	i	-0.9	i
CC(=O)c1cccc(N(C(=O)c2ccco2)C(C(=O)NC2CCCCC2)c2ccc(C)o2)c1 (stereo not given)	i	-0.4	i

Additional entries.
SMILES	CHT inh	STK33 kinase inh	CHT PAM
O=C(COC(=O)c1cc2ccccc2cc1O)c1ccccc1	i	-0.8	i
O=C(Nc1ccccc1)c1ccc(CSc2ccccn2)cc1	i	0.0	i
CCN(CC(=O)Nc1ccc2c(c1)OCCO2)C(=O)/C=C/c1cccc(OC)c1OC	i	0.5	i
COC(=O)c1c(NC(=O)COC(=O)c2ccccc2O)sc2c1CCCCC2	i	0.6	i
O=C(CONS(=O)(=O)c1ccc(Cl)cc1)NCCNc1ncc(C(F)(F)F)cc1Cl	i	1.9	i
COc1ccc(S(=O)(=O)N2CCCCC2)cc1NC(=S)Nc1ccccc1	i	-1.5	i
O=C(CSc1nnc(-c2ccccc2)n1Cc1ccccc1)NNC(=O)c1ccccc1O	i	1.1	i
CN(c1ccccc1)S(=O)(=O)c1cccc(C(=O)Nc2ncn[nH]2)c1	i	0.5	i
CCCn1nnc(NC(=O)c2ccc([N+](=O)[O-])cc2Cl)n1	i	-0.4	i
Cc1ccc(S(=O)(=O)N2CCC(C(=O)N[C@@H](C)C(=O)NC3CCS(=O)(=O)C3)CC2)cc1 (stereo not given in full)	i	-0.6	i
COc1ccc(OCCCC(=O)Nc2ccc(N3CCCCC3)cc2)cc1	i	-2.8	i
CCCc1nnc(SCC(=O)NC2CCCCC2)n1CCOC	i	0.7	i
O=C(Nc1cc(F)cc(F)c1)c1sc(Cl)nc1-c1ccccc1	i	-0.2	i
COc1ccc2oc(=O)c(C(=O)Nc3ccccc3C)cc2c1	i	-2.3	i
O=C(Nc1ccccc1C(=O)Nc1ccccn1)c1ccc([N+](=O)[O-])cc1	i	-1.7	i
CCOC(=O)C1CCCN(C(=O)c2cc(Nc3ccc(OC)cc3)nc3ccccc23)C1 (stereo not given)	i	-3.2	i
COc1cc(Cl)c(S(=O)(=O)N2CC(C)OC(C)C2)cc1Cl (stereo not given)	i	0.1	i
COCC(C)n1c(SCC(=O)NNC(=O)c2ccc(F)cc2)nc2ccccc2c1=O (stereo not given)	i	.	i
O=C1CC2(CCN(C(=O)c3ccc(Cl)cc3)CC2)Oc2ccccc21	i	-0.2	i
CCCCC1(CC)C(=O)NC(=O)NC1=Nc1ccc(OC)cc1 (stereo not given)	i	-0.5	i
CC(C)c1nc2scc(-c3ccc(Cl)cc3)c2c(=O)n1N	i	-1.8	i
COc1ccccc1C(=O)NC(=O)Nc1cccc(Cl)c1	i	-0.2	i
COc1ccc(-c2cn(CCC(=O)O)c(-c3ccncc3)n2)cc1	i	1.7	i
COc1ccc(C(CC(=O)O)NC(=O)COc2ccccc2)cc1OC (stereo not given)	i	3.8	i
O=C(CNS(=O)(=O)c1ccc(F)cc1)N1CCCCCC1	i	-0.6	i
CNC(=S)N1N=C(c2ccc(OC)cc2)CC1c1ccc(Cl)cc1Cl (stereo not given)	i	-0.6	i
COc1ccc(-n2c(=O)cc(N3CCCCCC3)[nH]c2=O)cc1	i	0.1	i
NC(=O)c1ccc(N=Nc2c(-c3ccccc3)[nH]n(-c3ccccc3)c2=O)cc1	i	-0.6	i
C=CCNCc1ccc(C(=O)NCCCCCCC)cc1[N+](=O)[O-]	i	0.1	i
CSc1nnc(C)c(/C=C/Nc2ccc(Cl)cc2)n1	i	-1.3	i
O=C(Cc1ccc(-n2cccc2)cc1)N1CCN(c2ccccc2F)CC1	i	1.3	i
CC(C)CC(=O)NNC(=S)NCc1ccco1	i	-2.4	i
N#Cc1c(NC(=O)c2ccccc2Cl)n(Cc2ccccc2)c2nc3ccccc3nc12	i	0.5	i
CCCn1c(SCC(=O)Nc2cccc(C(=O)OC)c2)nnc1-c1cccnc1	i	-0.3	i
Cc1c(C(=O)NCCC2=CCCCC2)sc2ncnc(N3CCCCC3C)c12 (stereo not given)	i	-0.7	i
Cc1cc(C(=O)NCc2ccco2)c2cc(F)ccc2n1	i	0.0	i
CC(C)NC(=O)CS(=O)(=O)c1ccccc1	i	-0.8	i
COc1ccc(-c2sc(Nc3ccccc3)n[n+]2C)c(C)c1C	i	-1.5	i
Cc1cc(Nc2ccc(C(=O)O)cc2)n2nc(C)nc2n1	i	-0.1	i
CCN(CC)CCNC(=O)C(=O)Nc1ccc(C(=O)OC)cc1	i	0.1	i

A different layout for part of the listing above.
Below each SMILES: CHT inh, STK33 kinase inh, CHT PAM
> COc1ccc(OC)c(S(=O)(=O)N2CCC(c3nc4ccccc4[nH]3)CC2)c1
 : i, -0.9, i
> CC1CC(C)CN(C/C=C/c2ccccc2[N+](=O)[O-])C1 (stereo not given)
 : i, -0.8, i
> O=C(COc1ccc(-c2ccccc2)cc1)N1CCN(S(=O)(=O)Cc2ccccc2)CC1
 : i, 0.1, i
> CCOC(=O)c1csc(NC(=O)CN2CCN(C)CC2)n1
 : i, -0.7, i
> CN(CCCC(=O)NCc1ccc2c(c1)OCO2)S(=O)(=O)c1ccc([N+](=O)[O-])cc1
 : i, -0.2, i
> CCOC(=O)/C=C/c1ccc2c(c1)S(=O)(=O)N(c1cccc(OC)c1)[C@H]2CC(=O)OCC
 : i, 0.3, i

The results go on.
SMILES	CHT inh	STK33 kinase inh	CHT PAM
C#CCOCCOCCOCCNc1nc(N2CCN(C(=O)[C@H](CCC(=O)O)n3cc(C(N)CC(C)C)nn3)CC2)nc(N2CCN(C(=O)[C@H](CCC(=O)O)n3cc(C(N)CC(C)C)nn3)CC2)n1 (stereo not given in full)	i	-0.2	i
Fc1c(CSC(=S)N2CCOCC2)cccc1CSC(=S)N1CCOCC1	i	0.4	i
O=C(CSc1nnc(NC(=O)c2c(F)cccc2F)s1)NC1CCCCC1	i	0.0	i
CCOc1cc(C(=O)N(C)CC(=O)Nc2cccc(F)c2)ccc1OCC(=O)N1CCOCC1	i	-0.6	i
CN(C)CCN(C(=O)CCS(=O)(=O)c1ccccc1)c1nc2c(F)cccc2s1	i	-0.3	i
CC1CCC2C(C1)c1sc(=O)[nH]c1SC2(C)C (stereo not given)	i	1.4	i
O=C(C1CC(=O)N(C2CCCCC2)C1)N1CCc2ccccc21 (stereo not given)	i	-0.4	i
COC(=O)C(C)NC(=O)CNS(=O)(=O)c1ccc(F)cc1 (stereo not given)	i	0.3	i
